Screening data: PubChem BioAssay, National Center for Advancing Translational Sciences (NCATS)
p53 reactivation: restores transcriptional activity of mutant p53; Potency, µM (titrated, usually from 92.2 µM), for the others: at the highest dose activity change, positive = activation, hits mostly activators; H1299 p53-A138V BP100-luciferase reporter, luminescence, 24 h; 0.063% of 320,000 active; further: potency means the concentration at half of the fitted maximal effect; % of control where 0% means no effect; nearly all actives have a fitted effect of over 45% in size
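H1299 (p53-null), stable ts p53-A138V + BP100-Luc; 1000 cells/well, Opti-MEM/10% FBS; cpd 4 pt, 1:5; 24 h, 37 deg C, 5% CO2; detection reagent 10 min RT; luminescence.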
Menin-MLL TR inh: displaces Texas Red mutant MLL peptide from human menin; Menin + Texas Red MLL mutant peptide, fluorescence polarization; Potency, µM (doses to about 61.6 µM), for the others: at the highest dose FP activity change, negative = inhibition, hits mostly inhibitors; 0.23% of 270,000 active; AID 1768; active means well fitted inhibition curve with a large enough effect in the polarisation, with a control signal flat, not every such curve was filed as active; inconclusive means small, poorly fitted or top-dose-only effect, or effect the other way, or a change in a side signal; inactive means no such curve, though single readings can be large or run the other way; the % refers to the polarisation; further: potency means the concentration at half of the fitted maximal effect; % of control where 0% means no effect; many of its hits are not listed in these tables
RORgamma inh: inhibitors of mouse ROR gamma transcriptional activity. P51450. Drosophila S2 Gal4-RORgamma UAS-luciferase reporter, 20 h. Potency, µM (highest dose often 53.6 µM), without a hit: at the highest dose activity change, negative = inhibition, most hits filed as inhibitors. 5.4% of 310,000 active; further: potency means the concentration at half of the fitted maximal effect; on the % scale 0 is the no-effect control and ±100 the full control effect; nearly all actives have a fitted effect of over 60% in size
Target sequence (P51450 whole entry, looked up, the tested form may be a part): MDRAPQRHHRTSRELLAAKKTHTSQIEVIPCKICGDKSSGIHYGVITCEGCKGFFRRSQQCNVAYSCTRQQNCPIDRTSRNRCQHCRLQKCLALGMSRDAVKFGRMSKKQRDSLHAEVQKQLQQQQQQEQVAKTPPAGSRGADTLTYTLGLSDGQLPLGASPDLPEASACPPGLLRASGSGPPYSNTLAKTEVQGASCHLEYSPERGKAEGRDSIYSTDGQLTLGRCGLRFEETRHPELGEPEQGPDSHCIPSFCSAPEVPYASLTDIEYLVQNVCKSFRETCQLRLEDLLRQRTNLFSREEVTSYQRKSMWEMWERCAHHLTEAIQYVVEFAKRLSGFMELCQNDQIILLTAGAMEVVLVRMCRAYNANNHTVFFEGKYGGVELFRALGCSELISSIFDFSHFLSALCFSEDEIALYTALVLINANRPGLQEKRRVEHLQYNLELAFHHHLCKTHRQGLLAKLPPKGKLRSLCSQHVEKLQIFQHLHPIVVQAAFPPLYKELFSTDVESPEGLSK
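Drosophila Schneider cells stably carrying a metallothionein-driven Gal4 DBD–ROR gamma fusion and a UAS-Photinus luciferase reporter were exposed to compound for 1 hr, then induced with copper sulfate (700 uM final) for 20 hr at ambient temperature before luminescence reading.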
PKM2 activator: increases activity of human pyruvate kinase M2; purified PKM2, Kinase-Glo ATP luminescence, activation; response scale: 0% is enzyme alone, no compound; 0.34% of 260,000 active; Potency, µM (doses to about 57.5 µM), for the others: at the top dose activation, actives largely listed as activators; further: potency means the concentration at half of the fitted maximal effect; on the % scale 0 is the no-effect control and ±100 the full control effect; nearly all actives have a fitted effect of over 55% in size
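Kinase-Glo luminescence reports ATP generated from ADP (0.1 mM) and PEP (0.5 mM) by purified hPK-M2 after 1 h at room temperature, pH 7.2 imidazole buffer; intermediate enzyme activity allows detecting inhibitors and activators.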
Rab9 promoter act: Rab9 promoter activation | Huh7 Rab9 promoter-luciferase reporter, luminescence, 24 h | Potency, µM (titrated, usually from 9.22 µM), for the others: at the highest dose activation, negative = inhibition, actives largely listed as activators | 2.8% of 320,000 active | AID 485297; further: potency means the concentration at half of the fitted maximal effect; % of control where 0% means no effect; nearly all actives have a fitted effect of over 60% in size
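Measured in stably transfected Huh7 cells bearing a Rab9 promoter–luciferase construct: 24 h compound treatment at 37 °C, followed by luminescence detection.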
Gal4-VP16 FLuc: counter-screen for ROR gamma inhibitors: Gal4-VP16 reporter | Drosophila S2 Gal4-VP16 UAS-luciferase, luminescence, 20 h | Potency, µM (titrated, usually from 53.6 µM), without a hit: at the highest dose activity, negative = inhibition, most hits filed as inhibitors | 3.5% of 310,000 active;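 further: Gal4-VP16 expression switched on by copper sulfate through the metallothionein promoter; potency means the concentration at half of the fitted maximal effect; on the % scale 0 is the no-effect control and ±100 the full control effect; nearly all actives have a fitted effect of over 50% in size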
FLuc counter: inhibits or activates purified firefly luciferase, miR-21 counter-screen; 6.9% of 360,000 active; purified FLuc, Km substrates, luminescence inhibition; Potency, µM (top dose mostly 57.5 µM), for the others: at the highest dose activity change, negative = inhibition, actives largely listed as inhibitors; P08659;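 further: potency means the concentration at half of the fitted maximal effect; plate controls were vehicle for no effect and reference inhibitor for full effect; nearly all actives have a fitted effect of over 55% in size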
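Biochemical qHTS of compounds, final roughly 60 µM downward over six points, against 10 nM purified firefly luciferase using Km concentrations of substrates (10 uM D-luciferin, 10 uM ATP) in Tris acetate pH 7.5 buffer; luminescence output.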
BRCA1 expr up: increases BRCA1 expression. AID 624202. MCF7-BRCA1-FFLuc reporter, luminescence, 48 h; response scale: scaled: vehicle 0%, 10 µM genistein 100%. 1.1% of 380,000 active. Potency, µM (highest dose often 46.1 µM), without a hit: at the highest dose activation, most hits filed as activators; further: potency means the concentration at half of the fitted maximal effect; nearly all actives have a fitted effect of over 80% in size; some results filed as inactive show a strong effect at the top dose
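MCF7 cells carrying a BRCA1-firefly luciferase reporter (2000 cells/well, phenol-red free MEM) were attached for 2 h at 37 °C, then given compounds for 48 h. Luminescence was read 15 min after luciferase reagent; activity normalized to genistein (10 microM) and DMSO.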
NPC1 prom act: activators of NPC1 promoter | Potency, µM (doses to about 9.22 µM), for inactives: at the top dose activation, actives largely listed as activators | Huh7 NPC1 promoter luciferase reporter, 24 h | 2.4% of 320,000 active;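 further: potency means the concentration at half of the fitted maximal effect; % of control where 0% means no effect; nearly all actives have a fitted effect of over 60% in size; reporter is driven by a mutant NPC1 promoter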
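Luciferase expression driven by the NPC1 promoter was measured in stably transfected Huh7 cells after a 24 h compound incubation, using a luciferase reagent and a luminescence read.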
ELG1 genotox: induces genotoxicity in HEK293T cells with luciferase-tagged ELG1; HEK293T ELG1-luciferase reporter, luminescence, 16 h; 1.3% of 330,000 active; Potency, µM (highest dose often 46 µM), for the others: top-dose activity change, positive = activation, hits mostly activators; AID 504466; further: potency means the concentration at half of the fitted maximal effect; % of control where 0% means no effect; nearly all actives have a fitted effect of over 60% in size
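HEK293T cells expressing luciferase-tagged ELG1 were exposed to compound or DMSO vehicle for 16 hr at 37 °C and 5% CO2. Luciferase activity was then measured with ONE-Glo after 30 min at room temperature.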
Giardia kill: kills Giardia lamblia; Giardia lamblia trophozoite viability; activity change, % at 7.66 µM, hits read low; 0.15% of 340,000 active; AID 540267; in the data active means activity change below about -80%; inconclusive means between about -30% and that limit;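 further: parasites exposed to compound for two days anaerobically before the ATP read; on the % scale 0 is the no-effect control and ±100 the full control effect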
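Giardia trophozoites, 100 cells per well, were exposed to compounds for 48 hrs at 37 deg C under anaerobic conditions; viability was then read as ATP content by bioluminescence after 15-30 min at room temperature.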
* marks the source's active call; other numbers are inactive results; ? = inconclusive; . = not tested or not shown; & = joins results of further samples; [ ] = another dose, or the depositor's remark. Unless noted, the call rests on the fitted dose curve; in most records, active means well fitted curve in the direction sought with a large enough effect; inconclusive means small, poorly fitted or top-dose-only effect, or another doubt; inactive means no such curve, though single readings can be large; an effect the other way counts as inactive or inconclusive. Not all compounds are listed, so the mix of outcomes need not match the whole.

Key to letters – A = p53 reactivation; B = Menin-MLL TR inh; C = RORgamma inh; D = PKM2 activator; E = Rab9 promoter act; F = Gal4-VP16 FLuc; G = FLuc counter; H = BRCA1 expr up; I = NPC1 prom act; J = ELG1 genotox; K = Giardia kill
Cc1ccc2oc(=O)c3cnn(CC(=O)NC4CCCCC4C)c3c2c1 (configuration not stated)
  A = 3%	B = -7%	C = 5%	D = 1%	E = -8%	F = 0%	G = 1%	H = 21%	I = -3%	J = -2%	K = 32[activator]
O=C(Nc1ccc(F)cc1F)c1ccc2nc(N3CCOCC3)sc2c1
  A = .	B = 7%	C = -15%	D = 1%	E = 22%	F = ?	G = 0%	H = 74%	I = -2%	J = 5%	K = 17
COc1ccc(CN2CCC(N3CCC(C(=O)N4CCOCC4)CC3)CC2)c(F)c1
  A = 4%	B = 5%	C = 0%	D = -5%	E = -3%	F = -5%	G = 0%	H = -20%	I = -8%	J = -3%	K = -9
O=S(=O)(Nc1ccccc1)c1ccc2c(c1)CCO2
  A = -4%	B = .	C = 10%	D = ?	E = -3%	F = -1%	G = 0%	H = 10%	I = -2%	J = -4%	K = 0
Cc1ccc(CSc2nnc(-c3ccncc3)n2CC2CCCO2)cc1 (configuration not stated)
  A = -5%	B = -18%	C = 31%	D = 9%	E = 1%	F = -1%	G = 3%	H = -20%	I = -2%	J = 0%	K = 15
CCC(C)[C@H](N)c1nnc(SCC(=O)Nc2ccc(C)cc2C)o1 (some centres not stated)
  A = -7%	B = 6%	C = -26%	D = .	E = 0%	F = -3%	G = 2%	H = -11%	I = -2%	J = 3%	K = 38[activator]
Cc1ncoc1C(=O)N1CCCC(CCC(=O)NCc2ccc(F)c(F)c2)C1 (configuration not stated)
  A = 6%	B = 9%	C = 14%	D = 0%	E = -1%	F = -4%	G = -2%	H = -1%	I = -3%	J = 7%	K = -8
CNC(=O)/C(C#N)=C/c1c(N2CCN(c3ccc(OC)cc3)CC2)nc2c(C)cccn2c1=O
  A = -8%	B = ?	C = 21%	D = .	E = -4%[1.84 µM]	F = 0%	G = -1%	H = -49%	I = -4%	J = -10%	K = 23
CCCNc1c(NS(=O)(=O)c2ccc3c(c2)CCCC3)c(=O)oc2ccccc12
  A = 4%	B = .	C = -21%	D = .	E = 14%	F = 1%	G = 0%	H = -17%	I = 4%	J = -7%	K = 23
O=[N+]([O-])c1ccc2c(c1)nc(CO)n2Cc1ccccc1
  A = 4%	B = 0%	C = 4%	D = 10%	E = -1%	F = 2%	G = -1%	H = -6%	I = 0%	J = 0%	K = 12
Cc1cc(C(=O)COC(=O)CCC(=O)c2ccc3c(c2)OCCO3)c(C)n1Cc1ccco1
  A = 1%	B = 2%	C = -24%	D = -2%	E = 12%	F = 13%	G = 8.5µM*	H = -15%	I = 9%	J = ?	K = -18
CCCOc1ccc(C(=O)NCCC(=O)NCCCC(=O)OCC)cc1
  A = -5%	B = -1%	C = 15%	D = -9%	E = 4%	F = -12%	G = -3%	H = -2%	I = 0%	J = 3%	K = 2
CCOC(=O)c1cnc(-n2nc(C)cc2C)nc1Oc1ccccc1F
  A = -1%	B = .	C = 5µM*	D = 3%	E = -5%	F = ?	G = 7%	H = -11%	I = 2%	J = -1%	K = -2
O=C(CSc1nc2ccccc2o1)NCc1ccc2c(c1)OCO2
  A = 7%	B = 11%	C = 15%	D = 0%	E = 3%	F = 2%	G = ?	H = 109%	I = -1%	J = 21µM*	K = 0
NC(=O)C1CCCN(C(=O)c2ccc3c(c2)NC(=O)CS3)C1 (configuration not stated)
  A = -1%	B = .	C = .	D = .	E = 2%	F = .	G = 5%	H = 14%	I = 0%	J = -1%	K = -10

Part of the list above in order of molar mass, descending.
Key to letters – A = p53 reactivation; B = Menin-MLL TR inh; C = RORgamma inh; D = PKM2 activator; E = Rab9 promoter act; F = Gal4-VP16 FLuc; G = FLuc counter; H = BRCA1 expr up; I = NPC1 prom act; J = ELG1 genotox; K = Giardia kill
CNC(=O)/C(C#N)=C/c1c(N2CCN(c3ccc(OC)cc3)CC2)nc2c(C)cccn2c1=O
  A = -8%	B = ?	C = 21%	D = .	E = -4%[1.84 µM]	F = 0%	G = -1%	H = -49%	I = -4%	J = -10%	K = 23
Cc1ncoc1C(=O)N1CCCC(CCC(=O)NCc2ccc(F)c(F)c2)C1 (configuration not stated)
  A = 6%	B = 9%	C = 14%	D = 0%	E = -1%	F = -4%	G = -2%	H = -1%	I = -3%	J = 7%	K = -8
CCOC(=O)c1cnc(-n2nc(C)cc2C)nc1Oc1ccccc1F
  A = -1%	B = .	C = 5µM*	D = 3%	E = -5%	F = ?	G = 7%	H = -11%	I = 2%	J = -1%	K = -2
Cc1ccc2oc(=O)c3cnn(CC(=O)NC4CCCCC4C)c3c2c1 (configuration not stated)
  A = 3%	B = -7%	C = 5%	D = 1%	E = -8%	F = 0%	G = 1%	H = 21%	I = -3%	J = -2%	K = 32[activator]
O=C(CSc1nc2ccccc2o1)NCc1ccc2c(c1)OCO2
  A = 7%	B = 11%	C = 15%	D = 0%	E = 3%	F = 2%	G = ?	H = 109%	I = -1%	J = 21µM*	K = 0
NC(=O)C1CCCN(C(=O)c2ccc3c(c2)NC(=O)CS3)C1 (configuration not stated)
  A = -1%	B = .	C = .	D = .	E = 2%	F = .	G = 5%	H = 14%	I = 0%	J = -1%	K = -10
O=[N+]([O-])c1ccc2c(c1)nc(CO)n2Cc1ccccc1
  A = 4%	B = 0%	C = 4%	D = 10%	E = -1%	F = 2%	G = -1%	H = -6%	I = 0%	J = 0%	K = 12

The list goes on.
Key to letters – A = p53 reactivation; B = Menin-MLL TR inh; C = RORgamma inh; D = PKM2 activator; E = Rab9 promoter act; F = Gal4-VP16 FLuc; G = FLuc counter; H = BRCA1 expr up; I = NPC1 prom act; J = ELG1 genotox; K = Giardia kill
N/C(=N\OC(=O)c1ccc(Br)o1)c1cccnc1
  A = ?	B = 7%	C = 6%	D = -8%	E = ?	F = -3%	G = ?	H = ?	I = 27%	J = 22%	K = 3
Cc1ccn2cc(-c3cccc(NS(C)(=O)=O)c3)nc2c1
  A = 6%	B = -24%	C = -20%	D = -12%	E = 2.5µM*	F = -11%	G = 6.7µM*	H = ?	I = 3.2µM*	J = ?	K = 15
O=C(CNC(=O)C1CCCCC1)Nc1ccccc1Cl
  A = -5%	B = -1%	C = 6%	D = -3%	E = -6%	F = -7%	G = 4%	H = -20%	I = -5%	J = -1%	K = -12
COCc1c(Br)c(C)[nH]c(=O)c1C#N
  A = -9%	B = -4%	C = 1%	D = 0%	E = -4%	F = -1%	G = 1%	H = -10%	I = -3%	J = 0%	K = 11
O=C(CSc1nnc(Cc2cccs2)n1-c1ccccc1)NC1CCCCC1
  A = 3%	B = ?	C = 31%	D = 20%	E = -4%	F = -15%	G = 1%	H = -11%	I = -2%	J = -2%	K = -9
CSc1nc2ccc(NC(=O)c3nn(C(C)C)c(=O)c4ccccc34)cc2s1
  A = ?	B = 5%	C = 4%[10 µM]	D = 8%	E = 19%	F = ?	G = ?	H = ?	I = 11%	J = 12%	K = -2
CCCCN(C)C(=O)CCC(=O)NNc1nc2ccccc2c2nc(C)nn12
  A = -5%	B = -6%	C = 9%	D = 0%	E = 0%	F = 0%	G = -6%&1%	H = -10%&-12%	I = 1%	J = 1%	K = -7
